CDK5 inh – inhibitors of human CDK5/p35 kinase, primary screen, biochemical, single concentration; AID 488839, 2010; hit rate 0.01% among 330,000; inhibition, % at 10 µM; Recombinant CDK5/p35, ADP-Glo luminescence, 60 min;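 active means highest replicate inhibition of at least 50% and at least 75% of replicates reaching 50%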;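 further: plate controls were DMSO neutral control for no effect and GW8510 at 10 µM for full effect; many of its hits are not listed in these tables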
Target sequence (Q00535 whole entry, looked up): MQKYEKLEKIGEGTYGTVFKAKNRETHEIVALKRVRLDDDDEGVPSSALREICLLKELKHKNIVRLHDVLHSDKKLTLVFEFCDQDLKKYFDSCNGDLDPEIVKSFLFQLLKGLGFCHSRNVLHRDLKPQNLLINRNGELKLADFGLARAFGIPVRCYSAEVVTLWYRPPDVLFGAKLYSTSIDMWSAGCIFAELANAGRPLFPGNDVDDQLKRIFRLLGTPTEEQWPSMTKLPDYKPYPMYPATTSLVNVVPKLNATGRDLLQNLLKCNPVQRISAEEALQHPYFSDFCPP
Target sequence (Q15078 whole entry, looked up): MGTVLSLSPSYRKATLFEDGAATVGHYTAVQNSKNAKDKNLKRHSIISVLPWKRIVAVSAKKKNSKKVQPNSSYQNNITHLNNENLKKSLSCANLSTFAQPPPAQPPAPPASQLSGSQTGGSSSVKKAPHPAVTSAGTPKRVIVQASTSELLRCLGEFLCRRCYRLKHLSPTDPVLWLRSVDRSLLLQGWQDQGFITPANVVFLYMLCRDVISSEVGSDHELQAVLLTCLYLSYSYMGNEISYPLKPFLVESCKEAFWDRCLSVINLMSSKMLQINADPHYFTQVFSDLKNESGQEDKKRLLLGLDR
HTR5A ag – HTR5A agonists in luminescence cell assay, primary screen, counter-screen for OPRM1-OPRD1 heterodimer agonist project, full-deck HTS; hit rate 0.61% among 340,000; 5-hydroxytryptamine receptor 5A (Homo sapiens), P47898; activation, % at 9.3 µM; cell-based; in the data active means activation mostly above about 9.5%, no sharp cut-off; inactive means mostly below about 7.6%;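 further: 0% = cells with vehicle only and 100% = reference agonist; strong numbers were not always called active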
E coli growth – E. coli V3065 growth inhibition, primary screen, counter-screen for AddAB inhibitor project, absorbance, OD600; 18 h; inhibition, % at 11.9 µM; hit rate 0.27% among 330,000; AID 449728, 2010;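 active means inhibition above the campaign's mean inhibition across all tested compounds plus 3 SD, cut at about 9.9% in these data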;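 further: uninfected addAB+ strain grown without phage in ampicillin broth; 0% = DMSO wells and 100% = ciprofloxacin 0.95 µg/ml wells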
Tat transport – E. coli Tat export inhibitors, primary screen, MC4100, TorA-mCherry reporter, fluorescence, single point; hit rate 0.036% among 340,000; inhibition, % at 10 µM; AID 488895, 2010;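 active means mean replicate inhibition at least 50% and at least half of replicates individually reaching 50%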;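 further: exported cargo escapes ClpAP degradation while cytoplasmic cargo is degraded and loses fluorescence; 0% = median of neutral control wells and 100% = median of NaSCN control wells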
AddAB inh – growth inhibition of E. coli expressing H. pylori AddAB, primary screen, AddAB inhibitor project, absorbance | hit rate 0.29% among 330,000 | AID 435030, 2010 | inhibition, % at 11.9 µM; in the data active means inhibition above about 12%;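 further: 0% = vehicle wells of infected cells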
SUMO Mot1 rescue – yeast Mot1-301 growth rescue at high temperature, primary screen, SUMOylation pathway inhibitor project, S. cerevisiae, ATP luminescence, 38.5C | S. cerevisiae Mot1-301 growth rescue; percent above DMSO median, 100 means doubled | growth rescue, % at 18.8 µM | hit rate 1% among 320,000;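 active means every valid replicate shows activation above 250% relative to neutral control wells; inactive means the rest, any valid replicate at or below 250%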;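 further: OY570 slx delta 5 strain wells were the positive control but not used for scaling; some compounds called inactive have numbers as strong as hits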
phage Ecoli inh – growth loss of phage-infected E. coli, primary screen, RecBCD inhibitor project, absorbance, with phage, HTS | hit rate 0.26% among 360,000 | inhibition, % at 11.9 µM; in the data active means inhibition above about 11%
PKA-R1A activ – activators of PKA-R1A holoenzyme, primary screen, biochemical, fluorescence polarization, Cy5-IP20, bovine R1A, mouse PKAc | cAMP-dependent protein kinase type I-alpha regulatory subunit (Bos taurus) + … | PKA-R1A dissociation; scaled: DMSO 0%, 113 µM cGMP 100% | activation, % at 11.4 µM | hit rate 0.083% among 340,000;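 active means percent activation above the mean of all tested compounds plus 3 SD, cut at about 19% in these data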;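 further: higher means more PKAc released from R1A so a rise in polarization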
HTR5A inv ag – HTR5A inverse agonists in luminescence cell assay, primary screen, counter-screen for OPRM1-OPRD1 heterodimer inverse agonist project, full-deck HTS; HTR5A cell line, inverse agonism; hit rate 0.083% among 340,000; inhibition, % at 9.3 µM; in the data active means inhibition mostly above about 23%, no sharp cut-off; inactive means mostly below about 18%;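 further: 0% = cells with DMSO and 100% = no-cell wells with DMSO; some compounds called inactive have numbers as strong as hits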
PKA-R2B activ – activators of PKA-R2B holoenzyme, primary screen, biochemical, fluorescence polarization, Cy5-IP20, human. PKA-R2B holoenzyme dissociation; R2B truncated from residue 108, S112A mutant; 0% DMSO only, 100% 113 µM cGMP. hit rate 0.079% among 340,000. cAMP-dependent protein kinase catalytic subunit beta (Homo sapiens) + cAMP-dependent …. activation, % at 11.4 µM;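 active means activation above a cutoff set at the mean over all compounds plus 3 SD, cut at about 18% in these data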;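 further: higher means more holoenzyme dissociation and a rise in polarization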
Target sequence (P31323 whole entry, looked up, other chains not shown, the tested form may be a part): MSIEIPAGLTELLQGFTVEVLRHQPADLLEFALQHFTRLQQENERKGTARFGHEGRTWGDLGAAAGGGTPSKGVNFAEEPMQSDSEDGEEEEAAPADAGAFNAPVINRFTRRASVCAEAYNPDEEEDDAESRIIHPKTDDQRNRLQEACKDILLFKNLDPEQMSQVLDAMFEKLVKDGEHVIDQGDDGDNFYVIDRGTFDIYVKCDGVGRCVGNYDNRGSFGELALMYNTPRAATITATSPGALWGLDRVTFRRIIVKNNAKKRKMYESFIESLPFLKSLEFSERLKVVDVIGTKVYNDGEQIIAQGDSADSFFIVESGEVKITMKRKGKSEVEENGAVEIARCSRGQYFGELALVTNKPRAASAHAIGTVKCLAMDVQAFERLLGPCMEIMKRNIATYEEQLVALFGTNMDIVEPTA
DAGLB inh – DAGLB lipase inhibitors, primary screen, biochemical, fluorescence, HTS; Diacylglycerol lipase-beta (Homo sapiens), Q8NCG7; HEK293T DAGLB membrane lysate, EnzChek fluorogenic substrate; inhibition, % at 5.17 µM; hit rate 0.059% among 340,000; AID 504411, 2011; in the data active means inhibition above about 34%;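 further: 0% = enzyme with vehicle and 100% = wells lacking enzyme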
An asterisk follows results filed as active; / = no result given.

Preview:
structure,CDK5 inh,HTR5A ag,E coli growth,Tat transport,AddAB inh,SUMO Mot1 rescue,phage Ecoli inh,PKA-R1A activ,HTR5A inv ag,PKA-R2B activ,DAGLB inh
COc1cc(C2=NOC(C(=O)Nc3c(C)n(C)n(-c4ccccc4)c3=O)C2)cc(OC)c1OC (stereo unspecified),-0.3,6.1,0.9,-1.0,1.8,0.4,-0.4,-8.8,-17.7,-6.8,0.5
O=c1c2c(nc3c(-c4ccccc4)c[nH]n13)CCCC2,0.7,2.7,-3.0,-1.9,-3.9,0.3,-1.8,1.4,-7.6,-11.3,1.3

This part in full, previewed entries included:
structure,CDK5 inh,HTR5A ag,E coli growth,Tat transport,AddAB inh,SUMO Mot1 rescue,phage Ecoli inh,PKA-R1A activ,HTR5A inv ag,PKA-R2B activ,DAGLB inh
COc1cc(C2=NOC(C(=O)Nc3c(C)n(C)n(-c4ccccc4)c3=O)C2)cc(OC)c1OC (stereo unspecified),-0.3,6.1,0.9,-1.0,1.8,0.4,-0.4,-8.8,-17.7,-6.8,0.5
O=c1c2c(nc3c(-c4ccccc4)c[nH]n13)CCCC2,0.7,2.7,-3.0,-1.9,-3.9,0.3,-1.8,1.4,-7.6,-11.3,1.3
O=C1N=c2ccccc2=C1c1sc(=S)n(Cc2ccccc2Cl)c1O,0.5,2.5,-3.0,4.8,0.8,1.7,3.0,-9.4,-6.6,0.5,2.7
CN(CC(=O)O/N=C(\N)c1ccccn1)S(=O)(=O)c1ccccc1,-2.9,-0.5,1.1,-1.4,2.4,-21.0,1.6,10.0,-46.0,-2.2,-2.2
CC(C)=CCN1CCN(Cc2cnc(C)s2)CC1CCO (stereo unspecified),2.3,-2.0,0.8,0.3,1.2,-0.8,1.1,-4.8,8.9,-7.0,1.4
O=C(COc1ccccc1)NCCSCc1ccc(Cl)cc1,-0.8,0.8,0.8,-10.4,2.3,-1.5,0.2,5.7,-3.0,-9.9,-7.7
COc1cccc(C(=O)O/N=C(\N)c2ccccn2)c1,41.1,-0.3,0.1,-3.1,1.0,-32.7,0.7,-8.7,1.3,-1.5,0.9
CCN1C(=C(C#N)C#N)C=Cc2cc(C)ccc21,1.1,3.6,-0.6,4.5,0.8,-4.7,4.5,-6.9,-10.1,-4.2,-0.2
CC1(C)C=Cc2c(c3ccccc3[nH]c2=O)O1,-1.0,2.1,-2.2,1.9,1.7,21.4,3.0,-1.6,1.6,-1.6,0.8
CCOC(=O)N1CCN(C(=O)CNC(=O)c2nn(-c3ccc(OC)cc3OC)c(=O)c3ccccc23)CC1,0.7,3.0,0.8,5.3,1.7,-15.6,0.4,-2.9,-8.8,-3.8,1.7
C[C@@H]1NC(=O)[C@H](CCCN=C(N)N)NC(=O)c2cc([N+](=O)[O-])cc(I)c2NCCC[C@@H](C(N)=O)NC1=O,-1.1,-0.3,0.7,-2.6,0.8,-10.5,2.7,9.4,9.5,-2.5,-3.1
CC(C)C1Cc2c(sc3ncnc(NN)c23)CO1 (stereo unspecified),-1.9,-0.2,-0.7,-5.5,-2.7,-15.5,-0.4,-6.7,0.8,1.5,2.6
COc1cc2c(cc1OC)C(NC(=O)c1ccc(C)cc1)CC2=O (stereo unspecified),-0.7,-1.5,-3.8,-1.5,-0.1,3.0,-1.9,3.5,5.4,0.1,-1.7
Cc1cc(S(=O)(=O)NC2CCN(Cc3ccccc3)CC2)c(C)cc1Cl,-0.3,-0.9,1.0,-11.3,1.2,-10.5,4.2,-2.4,-14.8,1.7,-1.9
O=S(=O)(N/N=C\c1cccc(F)c1)c1ccccc1,1.0,5.5,3.4,-0.9,-0.9,-10.9,1.0,-4.4,6.0,-5.4,-3.1

(more compounds)
structure,CDK5 inh,HTR5A ag,E coli growth,Tat transport,AddAB inh,SUMO Mot1 rescue,phage Ecoli inh,PKA-R1A activ,HTR5A inv ag,PKA-R2B activ,DAGLB inh
CC1CCN(CCCNC(=O)CCNC(=O)Cn2cnc3ccccc3c2=O)CC1,-0.7,-9.4,3.8,9.7,2.5,18.5,2.5,-4.8,-14.5,4.7,-1.2
CN1C(=O)/C(=C/c2ccccc2OCc2ccc(C(=O)O)cc2)NC1=S,-0.9,1.8,-1.9,-9.8,1.8,14.3,1.6,-1.0,-4.7,5.1,1.6
COC(=O)CN(c1ccc(OC)cc1OC)S(=O)(=O)c1ccccc1[N+](=O)[O-],-0.9,6.5,1.2,-5.0,3.2,2.3,4.0,-1.0,-17.3,-0.8,2.6
Cc1nnc(SCC(=O)Nc2ccc(S(=O)(=O)Nc3ccc(Cl)nn3)cc2)s1,1.3,-2.4,/,3.9,/,-4.4,1.9,-7.0,-21.7,2.2,0.6
COC(=O)CCCCC1SCC(NC(=O)c2ccccc2)C1OC(C)=O (stereo unspecified),-2.3,-3.9,3.0,-10.7,1.2,-22.4,3.6,9.2,23.2,-5.9,-4.8
COc1ccc(CN(CCCN2CCOCC2)S(=O)(=O)N(C)C)cc1OC,0.5,1.5,-0.5,2.3,1.1,8.0,1.7,-14.3,-3.8,-4.5,-3.2
CC(C)(C)NC(=O)C1Cc2ccccc2CN1C(=O)Nc1cccc(Cl)c1 (stereo unspecified),1.1,-2.6,2.4,-3.9,4.8,-13.2,2.4,-5.8,14.7,-6.5,3.8
Cc1cc(C(=O)NNC(=O)/C=C/c2ccccc2Cl)c(C)o1,0.6,4.0,0.9,16.8,0.4,-2.4,1.5,1.9,-5.0,10.0,-1.0
CCC1CCC2(CC1)NC(=O)N(CC(=O)Nc1ccc(OC)c(Cl)c1)C2=O (stereo unspecified),-0.2,-9.3,2.5,4.2,1.4,7.5,0.7,-2.8,23.1,10.2,0.2
CC(=O)N1CCN(C(=O)c2ccc(Cl)c(S(=O)(=O)N3CCc4ccccc43)c2)CC1,0.7,2.7,1.1,5.3,1.1,-13.3,1.8,0.2,-6.9,-6.8,-2.5
CCCOc1ccc(/C=C/c2[nH]c(=O)[nH]c(=O)c2[N+](=O)[O-])cc1OCC,2.4,3.7,0.4,0.5,0.1,161.1,2.4,2.6,-11.4,-4.4,-0.7
CCCOc1ccc(CC(=O)NCCc2ccccc2)cc1OC,1.6,4.1,1.9,-6.9,0.9,-6.3,0.9,10.2,-15.2,9.7,0.8
COc1ccc(S(=O)(=O)N2CCCC2)cc1C(=O)N1CCCCC1,2.6,5.1,0.8,10.4,0.3,-1.8,1.4,1.6,-18.8,-3.5,-2.6
COC(=O)c1cc(=O)c2cccc(OC)c2[nH]1,0.2,2.2,-0.8,4.1,4.8,-9.7,3.2,-2.0,4.3,8.3,-0.4
CC(C)CN1CC(C)C(=O)N(c2ccccc2)C1=S (stereo unspecified),0.0,-2.2,/,0.1,/,/,3.3,2.4,8.7,3.3,0.6

Next section
structure,CDK5 inh,HTR5A ag,E coli growth,Tat transport,AddAB inh,SUMO Mot1 rescue,phage Ecoli inh,PKA-R1A activ,HTR5A inv ag,PKA-R2B activ,DAGLB inh
C[C@H](CO)N1C[C@H](C)[C@H](CN(C)C(=O)Nc2cccc3ccccc23)Oc2c(NC(=O)c3ccc(-c4nccs4)cc3)cccc2C1=O,0.2,0.0,-1.5,14.9,1.9,-7.1,-0.2,-2.6,-15.3,-10.5,-0.1
CC(C)(C)OC(=O)NCCc1nnc(SCc2ccccc2Cl)o1,1.1,10.0,0.2,9.9,2.9,-13.8,1.2,-6.8,-1.9,3.4,-3.4
CCN(CC)CCn1c2c(c(SCC(=O)Nc3ccc4c(c3)OCCO4)nc1=O)CCC2,-0.6,3.0,-1.1,2.4,-0.9,6.6,-0.1,3.6,-27.3,2.2,5.7
COC(=O)c1cc(C(=O)Nc2nc3ccccc3[nH]2)cc([N+](=O)[O-])c1,0.0,-2.0,0.7,4.5,-0.4,-5.1,0.3,-3.9,-7.4,-13.6,2.9
COc1cccc(CNCc2ccc(OC)c3ccccc23)c1OC,-1.3,-1.1,1.4,-3.9,-0.6,-1.7,1.2,-2.1,4.0,-2.0,-1.5
O=C(COc1ccc(Br)cc1)N/N=C1/SCC(=O)N1Cc1ccco1,-2.0,1.9,0.3,-0.3,0.2,-6.3,2.8,-11.0,-5.5,2.6,3.5
Cc1ccccc1OCC(=O)Nn1c(COc2ccccc2)nc2ccccc2c1=O,0.5,5.9,-0.3,4.4,0.2,8.8,2.5,-5.6,21.5,-9.0,-1.4
O=C(c1cc([N+](=O)[O-])cc([N+](=O)[O-])c1)N(c1ccccn1)c1ccccn1,/,4.7,0.3,-5.8,2.5,231.6,4.5,-0.2,-14.7,5.7,1.4
CCOc1ncccc1C(=O)Nc1ccc2nc(C)sc2c1,0.8,7.3,0.4,-2.2,3.5,-2.0,3.3,-7.2,-20.8,-8.5,-8.4
O=C(Nc1ccc(Cl)cc1)C(Cl)C(=O)c1ccccc1 (stereo unspecified),3.7,-2.8,0.3,-15.1,5.1,78.2,2.2,4.5,7.6,-4.5,0.3
Cc1nc2ccccc2c2c(N)cccc12,-3.4,-2.2,/,8.7,/,/,4.8,1.9,8.4,2.7,1.1
COc1ccc(C2C(C#N)=C(N)N(c3sc4c(c3C#N)CCCC4)C3=C2C(=O)CC(C)(C)C3)cc1 (stereo unspecified),-0.4,0.9,-5.3,-7.1,2.1,0.1,/,-14.9,-3.6,-7.0,-0.4
NS(=O)(=O)c1cccc(NC(=O)CN2CCc3ccccc32)c1,0.9,-0.7,-0.3,4.8,-0.6,-9.3,1.8,5.9,17.3,3.9,-1.8
CCCC(=O)Nc1nnc(SCC(=O)N2CCCCC2)s1,0.8,-2.6,0.1,5.1,3.2,70.1,1.7,19.3*,-12.6,1.5,0.3

Compound activity: PubChem, several laboratories

An unsorted share of the library. About 2.3% of those tested had a hit in this group.
